# CRFBP-R2 agonist = CRF-BP/CRF-R2 complex agonism | 350,000 compounds, 0.46% hits | HEK293 CRF-R2/CRF-BP, calcium dye fluorescence (FLIPR); percent of saturating CRF peptide response | AID 588473 | activation, % at 13.2 µM;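 active = activation of at least 50%, plus an integration ratio under a set limit after plate pattern correction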;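 also: plate controls were neutral control wells without compound for no effect and CRF at EC100 for full effect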
# CHRM4 antagonist = CHRM4 antagonism in calcium assay. P08173. CHO-hM4 cells, ACh EC80, Fluo-8 calcium fluorescence. inhibition, % at 3 µM. 360,000 compounds, 0.73% hits;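 active = inhibition above its plate's cutoff, the mean inhibition of sample wells plus 3 SD, cut at about 27% in these data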;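 also: 0% = acetylcholine EC80 with DMSO and 100% = DMSO without agonist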
# CHRM5 agonist = CHRM5 agonism in calcium assay | P08912 | 360,000 compounds, 0.19% hits | AID 624037 | CHO-K1 hM5 cells, Fluo-8 calcium fluorescence; 0% DMSO wells, 100% maximal acetylcholine response | activation, % at 3 µM;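 active = activation above the run's mean over test compounds plus 3 SD, cut at about 23% in these data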;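 also: signal is peak over basal fluorescence ratio across the kinetic read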
# Target sequence (P08912 whole entry, looked up): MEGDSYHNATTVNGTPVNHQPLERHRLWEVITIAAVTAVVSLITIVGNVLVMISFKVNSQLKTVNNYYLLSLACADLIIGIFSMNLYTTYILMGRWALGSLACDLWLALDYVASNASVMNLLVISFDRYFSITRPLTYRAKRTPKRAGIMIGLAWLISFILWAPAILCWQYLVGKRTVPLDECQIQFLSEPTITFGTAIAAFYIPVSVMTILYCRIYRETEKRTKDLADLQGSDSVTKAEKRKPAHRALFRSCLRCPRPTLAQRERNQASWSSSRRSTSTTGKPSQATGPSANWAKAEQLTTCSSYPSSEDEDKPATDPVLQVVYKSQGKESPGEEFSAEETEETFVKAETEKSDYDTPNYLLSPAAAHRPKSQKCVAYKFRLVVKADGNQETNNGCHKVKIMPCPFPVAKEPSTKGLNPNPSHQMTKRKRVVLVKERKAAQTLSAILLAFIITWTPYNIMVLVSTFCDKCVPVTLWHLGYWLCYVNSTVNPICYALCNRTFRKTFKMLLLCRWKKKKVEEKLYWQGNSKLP
# CHRM5 PAM = potentiates acetylcholine response at human M5 receptor; CHO-K1 hM5, Fluo-8 calcium, ACh EC20 PAM; 0% = ACh EC20, 100% = ACh EC100; activation, % at 3 µM; 360,000 compounds, 0.3% hits;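 active = activation above the run cutoff, the mean activation of all test compounds plus 3 SD, cut at about 18% in these data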
#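 System: CHO-K1 cell line with stable human muscarinic M5 receptor expression | Also added: EC20 acetylcholine as agonist stimulus | Compound: One concentration, 3 µM final (nominal) | Timing: Fluo-8 loading 80 min at 37 °C plus 30 min room temperature | Measured by: Fluo-8 calcium dye fluorescence, kinetic read | Read-out basis: % activation, ACh-normalized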
# M4 PAM = potentiates acetylcholine response at human M4 receptor. P08173. CHO-K1 hM4/Gqi5, Fluo-8 calcium fluorescence, ACh EC20; 0% = ACh EC20, 100% = maximal ACh. activation, % at 3 µM. 360,000 compounds, 0.4% hits. AID 624126;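 active = activation above its plate's cutoff, the mean activation of sample wells plus 3 SD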; also: some results filed as inactive read as strong as hits
# CHRM1 antagonist = blocks human M1 muscarinic receptor. CHO-K1 hM1, Fluo-8 calcium fluorescence, ACh EC80 antagonist. 360,000 compounds, 1.3% hits. inhibition, % at 3 µM;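 active = percent inhibition above its own plate's cutoff, namely the mean of that plate's compound wells plus 3 SD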;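 also: peak over basal fluorescence ratio during 140 s after agonist addition; 0% = ACh EC80 plus DMSO and 100% = DMSO alone without agonist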
# M5 antag = blocks acetylcholine activation of human M5 receptor. P08912. CHO-hM5 cells, Fluo-8 calcium fluorescence, ACh EC80. inhibition, % at 3 µM. 360,000 compounds, 0.59% hits. AID 624040;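 active = inhibition above a per-plate cutoff, the mean of that plate's test compounds plus 3 SD, cut at about 27% in these data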;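 also: 0% = acetylcholine EC80 with DMSO and 100% = DMSO without agonist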
# CHRM1 PAM = potentiates human M1 receptor response to acetylcholine | P11229 | activation, % at 3 µM | CHO-K1 hM1, Fluo-8 calcium fluorescence, ACh EC20; 0% = ACh EC20, 100% = maximal ACh | AID 588819 | 360,000 compounds, 0.088% hits; in the data active = activation above about 19%, passing the limit was not always enough
# CHRM4 agonist = CHRM4 agonism in calcium assay; P08173; CHO-K1 hM4/Gqi5, Fluo-8 calcium fluorescence; vehicle 0%, full acetylcholine response 100%; activation, % at 3 µM; 360,000 compounds, 0.14% hits; AID 624127;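 active = activation above the run mean over all test wells plus 3 SD, cut at about 32% in these data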;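 also: peak over basal fluorescence ratio per well then scaled between controls; 0% = DMSO wells and 100% = acetylcholine at EC100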
# Starred values were filed as active, the others as inactive; nt = not tested or not shown.
1	CCOC(=O)c1oc2c(c1C)C(=O)CCC2
2	NC(=O)c1cc([N+](=O)[O-])ccc1N1CCCCC1
3	CCN(CC)C(=O)c1cccc2nc3ccccc3nc12
4	OCc1nc(CO)n(Cc2ccccc2)n1
5	O=C(O)CN1C(=O)C2(OCCO2)c2cc(Br)ccc21
6	CCOc1cccc(NC(=O)CSc2sc3c(O)cc(=O)[nH]c3c2C#N)c1
7	CCCCN(C=O)c1c(CC)nc2c(OCc3ccccc3C)cccn12
8	COc1ccc(NC(=S)NNC(=S)Nc2cccc(C(F)(F)F)c2)cc1
9	Cc1cc(Br)ccc1SCC(=O)NCC(c1ccco1)N1CCCCC1 (stereo unspecified)
10	O=C(c1ccccc1)c1ccc(OCC(O)CN2CCCC2)cc1 (stereo unspecified)

entry no. | 1 | 2 | 3 | 4 | 5 | 6 | 7 | 8 | 9 | 10
CRFBP-R2 agonist | -1.7 | -1.3 | -0.5 | -1.8 | -1.4 | 1.0 | nt | -0.8 | -1.3 | 2.4
CHRM4 antagonist | -9 | -2 | -10 | -5 | 4 | -17 | 0 | -3 | -6 | 3
CHRM5 agonist | 0 | -1 | -2 | 2 | -4 | -3 | -2 | -2 | -6 | -13
CHRM5 PAM | 1 | 4 | 4 | -2 | -1 | 7 | -5 | -5 | -3 | -2
M4 PAM | 8 | -3 | 2 | 0 | -2 | 1 | 1 | -3 | -7 | -12
CHRM1 antagonist | 3 | 3 | -18 | -1 | -9 | 2 | -19 | 5 | 1 | -9
M5 antag | -5 | -9 | 7 | 2 | 13 | 4 | 3 | 7 | 2 | 14
CHRM1 PAM | 0 | 0 | 11 | 6 | 4 | 16 | 5 | 0 | -9 | -2
CHRM4 agonist | 1 | 1 | 0 | 1 | 0 | 1 | 1 | 3 | 1 | 1

# As entered above:
# Entry for no. 1 under CHRM1 PAM: 0
# Entry for no. 3 under CHRM1 antagonist: -18
# Entry for no. 10 under CHRM5 PAM: -2
# Entry for no. 2 under M5 antag: -9
# Entry for no. 9 under CHRM4 antagonist: -6

# Remaining list, next part
11	C/C(=N/NC(=O)CCc1c(C)n[nH]c1C)c1cccc([N+](=O)[O-])c1
12	CCOC(=O)c1nnn2c1nc(SCC(C)=O)c1ccccc12
13	NC(=O)c1ccccc1OCCOc1ccc(Br)cc1
14	O=C(COC(=O)c1cccc(S(=O)(=O)Nc2ccc(F)cc2)c1)NCCN1C(=O)CSC1=O
15	CC(=O)c1ccc(OCc2ccccc2)c(C)c1O
16	O=C(NCCC1=CCCCC1)C1CCN(S(=O)(=O)c2ccc(Br)s2)CC1
17	O=C(Nc1ccc(Cl)c(S(=O)(=O)N2CCOCC2)c1)C1=NN(c2ccccc2)C(=O)CC1
18	CCN(CC)S(=O)(=O)c1ccc2c(c1)nc(SCn1nnc3ccccc3c1=O)n2CC
19	CC(C)C[C@H](N)c1nnc(S(=O)(=O)Cc2ccc(F)cc2)o1
20	Cc1noc(C)c1S(=O)(=O)N1CCCCC1

entry no. | 11 | 12 | 13 | 14 | 15 | 16 | 17 | 18 | 19 | 20
CRFBP-R2 agonist | 1.4 | 0.3 | 2.3 | 0.3 | 0.6 | 0.7 | -0.5 | -1.5 | -1.1 | 6.7
CHRM4 antagonist | 17 | -5 | -14 | -4 | 1 | 9 | -9 | 5 | 28* | 3
CHRM5 agonist | 1 | -2 | 1 | 2 | 0 | 3 | 4 | 0 | 0 | 0
CHRM5 PAM | -12 | -3 | -8 | 1 | -6 | -9 | -10 | -3 | 1 | -1
M4 PAM | -9 | -7 | 2 | 4 | 4 | -20 | -1 | -1 | -2 | -2
CHRM1 antagonist | -2 | 3 | -1 | 14 | 7 | -3 | 12 | -8 | 0 | -9
M5 antag | 20 | 11 | 14 | 6 | 11 | 1 | 13 | 6 | 3 | -1
CHRM1 PAM | 2 | 3 | -5 | -4 | -6 | 1 | -6 | 13 | 4 | 7
CHRM4 agonist | 0 | 2 | 10 | 3 | -2 | 12 | 8 | 1 | 1 | 2

# Records 15–20, reprinted for reference:
15	CC(=O)c1ccc(OCc2ccccc2)c(C)c1O
16	O=C(NCCC1=CCCCC1)C1CCN(S(=O)(=O)c2ccc(Br)s2)CC1
17	O=C(Nc1ccc(Cl)c(S(=O)(=O)N2CCOCC2)c1)C1=NN(c2ccccc2)C(=O)CC1
18	CCN(CC)S(=O)(=O)c1ccc2c(c1)nc(SCn1nnc3ccccc3c1=O)n2CC
19	CC(C)C[C@H](N)c1nnc(S(=O)(=O)Cc2ccc(F)cc2)o1
20	Cc1noc(C)c1S(=O)(=O)N1CCCCC1

entry no. | 15 | 16 | 17 | 18 | 19 | 20
CRFBP-R2 agonist | 0.6 | 0.7 | -0.5 | -1.5 | -1.1 | 6.7
CHRM4 antagonist | 1 | 9 | -9 | 5 | 28* | 3
CHRM5 agonist | 0 | 3 | 4 | 0 | 0 | 0
CHRM5 PAM | -6 | -9 | -10 | -3 | 1 | -1
M4 PAM | 4 | -20 | -1 | -1 | -2 | -2
CHRM1 antagonist | 7 | -3 | 12 | -8 | 0 | -9
M5 antag | 11 | 1 | 13 | 6 | 3 | -1
CHRM1 PAM | -6 | 1 | -6 | 13 | 4 | 7
CHRM4 agonist | -2 | 12 | 8 | 1 | 1 | 2

# 4 entries already listed, ordered by the value under M4 PAM, low to high:
entry	molecule	CRFBP-R2 agonist	CHRM4 antagonist	CHRM5 agonist	M4 PAM	CHRM1 antagonist	M5 antag	CHRM1 PAM	CHRM4 agonist
11	C/C(=N/NC(=O)CCc1c(C)n[nH]c1C)c1cccc([N+](=O)[O-])c1	1.4	17	1	-9	-2	20	2	0
20	Cc1noc(C)c1S(=O)(=O)N1CCCCC1	6.7	3	0	-2	-9	-1	7	2
13	NC(=O)c1ccccc1OCCOc1ccc(Br)cc1	2.3	-14	1	2	-1	14	-5	10
15	CC(=O)c1ccc(OCc2ccccc2)c(C)c1O	0.6	1	0	4	7	11	-6	-2

# Continuation:
21	COc1ccc(Cc2c(-c3ccc(Cl)cc3)nc3cc(C)c(Br)c(C)n23)c(C)c1
22	C/C(=N\NC(=S)Nc1c(C)cccc1C)c1ccc(OC(F)F)cc1
23	Cc1cc(C(=O)NCc2cccs2)c(C)o1
24	O=c1c2ccccc2c(-c2cccc(C(F)(F)F)c2)nn1-c1ccccc1
25	COc1ccc(C(=O)N2CC3(CC(c4ccc(Cl)cc4)=NO3)C[C@H]2C(=O)NCC(N)=O)cc1 (stereo partly specified)
26	C[C@]12C(=O)N(c3cccc(F)c3)C(=O)N1[C@@H]1c3ccccc3OC[C@@H]1[C@H]2c1ccccc1
27	NC(N)=NS(=O)(=O)c1ccc(NC(=S)NC(=O)/C=C/c2ccco2)cc1
28	COC(=O)c1cc(C(=O)OCC(=O)c2ccc3c(c2)NC(=O)CO3)cc([N+](=O)[O-])c1

entry no. | 21 | 22 | 23 | 24 | 25 | 26 | 27 | 28
CRFBP-R2 agonist | nt | 21 | -5.7 | 1.9 | -1.2 | 0.6 | -1.8 | -0.5
CHRM4 antagonist | -13 | -4 | 2 | -11 | -1 | -2 | -3 | 3
CHRM5 agonist | 2 | -3 | -1 | 2 | -1 | -8 | -3 | 3
CHRM5 PAM | -5 | 4 | -5 | -8 | 8 | 2 | -3 | 1
M4 PAM | 10 | -3 | 1 | -8 | 2 | 0 | -6 | -3
CHRM1 antagonist | nt | -4 | 6 | 3 | 12 | 1 | -5 | -10
M5 antag | -3 | -4 | 7 | 6 | 8 | 13 | 2 | -1
CHRM1 PAM | nt | 6 | -3 | -5 | -3 | -2 | 11 | 3
CHRM4 agonist | 1 | 0 | 0 | -2 | 1 | 1 | 0 | 1

# Screening results from PubChem.
